M1AAP inhibition – P. falciparum M1AAP inhibitors, biochemical, fluorogenic H-Leu-NHMec substrate, 1536-well (AID 1445); recombinant M1AAP, H-Leu-NHMec fluorogenic kinetic assay; higher % means a stronger effect; one-dose inhibition, % at 30 µM; IC50 in µM for titrated hits; hit rate 0.42% among 220,000;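 active = primary inhibition above the hit cutoff, then over 50% inhibition at one or more dose response concentrations, cut at about 23% in these data, passing the limit was not always enough; inconclusive = conflicting primary data, or primary hits not chosen for dose response; inactive = low primary inhibition, or under 50% at every dose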;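 note: plate controls were DMSO full reaction for no effect and no enzyme background for full effect; strong numbers were not always called active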
b-catenin transl – alters nuclear translocation of beta-catenin in HeLa cells. immunofluorescence imaging. nuclear translocation activity, % at 5 µM. hit rate 0.3% among 190,000. AID 1665;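 active = nuclear translocation activity above 50% at 5 µM, with a well cell count of 50 or more; inconclusive = wells under 50 cells across six images, flagged as toxic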;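 note: per-cell ratio of nuclear to cytoplasmic median beta-catenin stain intensity; plate controls were DMSO negative control for no effect and GSK-3 inhibitor IX positive control for full effect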
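Test system: human HeLa cell line; Doses: 5 µM primary, 0.02–20 µM confirmation; Incubation: 24 h compound exposure, 37°C; Detection: beta-catenin immunofluorescence imaging with DAPI; Read-out: beta-catenin nuclear/cytoplasmic ratio, % activation.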
Autophagy mod – modulators of autophagy; MEF GFP-LC3 puncta imaging; test concentration mostly 10 µM; calls only at 10 µM (by protocol); hit rate 0.98% among 190,000; AID 463193;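 active = percentage of spot-positive cells more than 3 SD above its plate mean, without a fluorescence outlier flag or 80% toxicity; inconclusive = no clear call, values can overlap the other calls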;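 note: spot-positive cell cutoff set from DMSO-treated cells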
Dynein transport – dynein cargo transport inhibition; 3617.4 mouse cells, GR-EGFP nuclear translocation imaging; test concentration mostly 20 µM; stimulated with dexamethasone, 1 µM; stronger effect = lower value; z-score, hits read low; hit rate 0.47% among 220,000; AID 1381;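 active = plate z-score of nuclear minus cytoplasmic receptor signal below a set negative limit, without overly bright fluorescence or cell loss, cut at about -3.5 in these data, passing the limit was not always enough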;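 note: z-score of nuclear minus cytoplasmic ring GR-EGFP intensity difference per well; some compounds called inactive have numbers as strong as hits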
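Also added – dexamethasone, 1.0 µM final · Buffer or medium – tet-free, stripped-serum medium · Schedule – induction 48 h, compound 1 h, agonist 30 min · Detection – formaldehyde fixation, Hoechst nuclear stain, 10x automated fluorescence imaging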
MT stabilize HCS – microtubule stabilization, imaging screen; AID 2205; % tubulin-high responders, % at 10 µM; hit rate 0.83% among 200,000; HeLa tubulin immunostaining HCS, 24 h; share of cells brighter than vehicle mean+2SD;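 active = plate Z-score above 3 for both tubulin-high and condensed-nucleus cell shares, with cell loss under 80%, at 10 µM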;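 note: anti alpha tubulin signal scored within the nucleus-defined area of each cell; some results filed as inactive read as strong as hits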
WT yeast gro inh – growth inhibition of WT yeast, mitochondrial fusion screen. inhibition, % at 10 µM. AID 1362. hit rate 2.1% among 190,000. mitochondrial fusion phenotypic screen, WT strain; in the data active = inhibition above about 58%; tested in S. cerevisiae
Yfh1-off respiration – mitochondrial function rescue without frataxin homolog – Friedreich's ataxia, plus single-dose screen, dose response (AID 1465); S. cerevisiae Yfh1-off respiration, WST-1 reduction, 72 h; higher fold induction means a stronger effect; fold induction at 50 µM, or EC50 in µM where a hit was titrated; hit rate 0.074% among 220,000;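 active = fold induction of absorbance versus untreated yeast above a set limit, then at least 30% activation at any dose in follow-up; inconclusive = repeats straddling the limit, or above it without dose testing; inactive = fold induction below the set limit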;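 note: activators that raise dye reduction in frataxin-depleted yeast; strong numbers were not always called active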
M17LAP inhibition – P. falciparum M17LAP inhibitors, primary screen, biochemical, fluorogenic H-Leu-NHMec substrate, 1536-well (AID 1619); inhibition, % at 30 µM, or IC50 in µM where a hit was titrated; hit rate 0.38% among 220,000; recombinant M17LAP, H-Leu-NHMec fluorogenic kinetic assay; higher % means a stronger effect;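 active = compound inhibiting the enzyme by more than half at any dose during confirmatory dose-response retesting; inconclusive = strong single-dose inhibitors picked by rank but not retested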;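 note: plate controls were full reaction with DMSO carrier for no effect and no enzyme background for full effect; strong numbers were not always called active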
T cell modulator – modulates CD8 T cell binding to vesicles | hit rate 0.068% among 330,000 | calls only at 7 µM | 2C CD8+ T cell-vesicle binding, flow cytometry; stronger effect = lower value | AID 2052;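 active = response, share of CD8 T cells binding vesicles, and their 90th percentile fluorescence all below set limits, cut at about 80% in these data, passing the limit was not always enough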
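Also added: QL9-peptide-loaded Drosophila micro-vesicles bearing Ld, ICAM-1 and B7-1; Test system: purified 2C TCR transgenic mouse naive CD8+ T cells; Measured by: cytometric PE anti-B7-1 and Alexa647 anti-CD8 signals after 1% paraformaldehyde fixation; Timing: binding step 1.5 h, 37 °C, antibody labelling 20 min, ice.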
WT yeast gro inh mutant strain – further read-out of WT yeast gro inh, marked with its call; inhibition, %; mitochondrial fusion phenotypic screen, mutant strain inhibition
Dynein transport cytoplasmic EGFP – also measured in Dynein transport; calls as there; z-score; measured here: cytoplasmic GR-EGFP intensity; stronger effect = higher value
Dynein transport nuclear GR-EGFP – further read-out of Dynein transport, marked with its call; z-score; measured here: nuclear GR-EGFP intensity;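 lower value marks the stronger effect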
Dynein transport cell count – further read-out of Dynein transport, marked with its call; z-score; measured here: cell count per field
b-catenin transl cell count 5 µM – second read-out of b-catenin transl, no call of its own (marks repeat the call); cell count; measured here: cell count, cytotoxicity flag
T cell modulator vesicle-bound % – second read-out of T cell modulator, no call of its own (marks repeat the call); double positive events, %; measured here: CD8+ vesicle-bound cell fraction;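 binding gate set so that unloaded-vesicle control wells show 10% double positive cells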
MT stabilize HCS Hoechst-high % – also measured in MT stabilize HCS; calls as there; % Hoechst-high responders; measured here: nuclear condensation Hoechst responders;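 share of cells brighter than vehicle mean plus two SD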
MT stabilize HCS cytotoxicity % – recorded beside MT stabilize HCS, whose call it bears; toxicity, %; measured here: cytotoxicity by cell density;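 0% = mean cell density of plate MIN control wells and 100% = no cells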
Autophagy mod cell loss 18 h – also measured in Autophagy mod; calls as there; toxicity, %; measured here: cell loss, nuclei count;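 cell loss after 18 h compound exposure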
* hit, by the source's call; i = inactive; ? = inconclusive; / = not tested or not shown.

SMILES | M1AAP inhibition | b-catenin transl | b-catenin transl cell count 5 µM | Autophagy mod | Autophagy mod cell loss 18 h | Dynein transport | Dynein transport cytoplasmic EGFP | Dynein transport nuclear GR-EGFP | Dynein transport cell count | MT stabilize HCS | MT stabilize HCS Hoechst-high % | MT stabilize HCS cytotoxicity % | WT yeast gro inh | WT yeast gro inh mutant strain | Yfh1-off respiration | M17LAP inhibition | T cell modulator | T cell modulator vesicle-bound %
CCC(C)(C)NC(=O)C(c1cccc(OC)c1)N(C(=O)c1ccn[nH]1)c1cccc(OC)c1 (stereo unspecified) | 1.4% | -5.4 | 1209 | i | 1.9 | -0.166 | -0.219 | -0.696 | -0.858 | 6.9 | 3.3 | 2.1 | -10.7 | -6.3 | i | 4.7% | i | 29.1
CC(/C=N/N1CCN(Cc2ccccc2)CC1)=C\c1ccccc1 | -3.6% | 0.6 | 1090 | i | -3.0 | 0.151 | -0.365 | -0.0335 | 0.995 | 2.5 | 1.9 | 10.4 | 51.5 | 29.8 | i | 8.7% | i | 50.7
CN(Cc1ccccc1)Cc1nc2c(c(=O)n(C)c(=O)n2C)n1Cc1ccc(Cl)cc1 | 6.3% | -0.7 | 1055 | i | 6.5 | -0.105 | -0.204 | 0.157 | 0.26 | 3.0 | 2.5 | 9.4 | 26.6 | 5.1 | i | 2.0% | i | 46.5
N#Cc1c(-c2cccnc2)c2c([nH]c1=S)CCCC2 | 2.2% | 3.4 | 1415 | i | -0.3 | -0.623 | -0.131 | -0.115 | 0.0563 | 6.0 | 2.5 | 0.9 | 90.5* | -8.0* | i | 4.8% | i | 9.6
CCc1ccc(-c2nc(CN3CCC(C(=O)NCc4ccc(F)cc4)CC3)c(C)o2)cc1 | 8.7% | -2.8 | 765 | i | -10.1 | -0.531 | -0.22 | -0.184 | 0.21 | 1.7 | 1.3 | 2.8 | 30.9 | 24.2 | i | -7.0% | i | 22.5
O=C1N/C(=N\N=C\c2ccco2)SC1Cc1ccccc1[N+](=O)[O-] (stereo unspecified) | 9.2% | -0.9 | 1354 | / | / | -0.599 | -0.212 | 0.426 | -0.553 | / | / | / | / | / | i | 13.2% | i | 20.7
O=C(COc1ccccc1)NCC(=O)NC1CCCCC1 | -3.6% | -2.3 | 1063 | i | -0.6 | 0.213 | -0.233 | 0.032 | 0.523 | 2.7 | 2.8 | 3.3 | -3.9 | -7.0 | i | 5.8% | i | 61.4
Cc1ccc(NC2=C/C(=N\S(=O)(=O)c3cccs3)c3ccccc3C2=O)c(C)c1 | 7.0% | -0.9 | 1231 | i | 92.7 | -2.15 | -0.153 | -1.1 | -0.509 | 28.3 | 31.7 | 94.1 | 95.9* | 61.4* | ? | 17.9% | i | 47.3
O=C(CSc1ncccn1)N/N=C/c1cccc(OC2CSC2)c1 | -8.9% | 1.2 | 984 | i | 2.1 | 1.15 | -0.194 | 0.45 | -1.02 | 5.4 | 1.0 | 0.8 | 16.8 | 6.2 | i | 7.0% | i | 15.6
Cc1ccc(Cn2c(CN3CC(C)OC(C)C3)nc3c2c(=O)n(C)c(=O)n3C)cc1 (stereo unspecified) | -0.7% | -6.5 | 1139 | i | 6.5 | -0.211 | -0.27 | 0.0748 | 0.367 | 5.6 | 3.0 | 11.2 | 12.2 | 4.7 | i | 9.7% | i | 31.6
N#Cc1nnn(Cc2ccccc2)c1N | -0.2% | -0.9 | 1094 | i | 16.5 | -0.507 | -0.261 | -0.223 | 0.557 | 2.8 | 2.6 | 5.9 | -11.3 | -2.9 | i | -3.8% | i | 33.8
Cc1ccc(CC2CC(=O)N(c3ccc4c(c3)OCCO4)C2=O)cc1 (stereo unspecified) | 6.3% | -6.1 | 932 | i | -0.2 | -0.966 | -0.162 | -0.0453 | 1.05 | 3.9 | 4.5 | 10.4 | 19.0 | 6.7 | i | 2.5% | i | 32.1
O=c1[nH]c(Cc2ccccc2)nc2scc(-c3ccccc3)c12 | 6.5% | / | / | i | -7.8 | 0.64 | -0.123 | 0.353 | -0.648 | 1.3 | 1.0 | 3.3 | -1.3 | -22.0 | i | -9.1% | i | 56.7
CN(CC(=O)Nc1ccc(F)c(F)c1F)C1CCCCC1 | 1.1% | / | / | i | -4.9 | 2.69 | -0.0997 | 1.92 | -0.643 | 2.5 | 1.6 | 9.3 | 4.7 | 15.3 | i | 10.9% | i | 26.8
Cn1c(CC2Sc3ccccc3NC2=O)nnc1SCC(=O)c1ccc(Cl)cc1 (stereo unspecified) | -4.2% | 0.8 | 1069 | / | / | -1.07 | -0.168 | -0.662 | 1.08 | / | / | / | / | / | i | 2.1% | i | 52.0
COc1cc(/C=C(\CC(=O)O)c2nc3ccccc3s2)cc(OC)c1O | 13.5% | -1.5 | 1117 | i | -0.5 | 0.31 | 0.134 | 0.857 | -0.604 | 0.9 | 1.2 | 10.2 | 0.9 | -1.1 | i | 21.3% | i | 17.8
Cc1cc(C)nc(NS(=O)(=O)c2ccc(Br)cc2)n1 | -5.4% | 0.6 | 1084 | i | 0.5 | 0.89 | -0.143 | 1.27 | -2.14 | 4.0 | 2.6 | 4.5 | -4.0 | -17.1 | i | 15.3% | i | 46.0
O=C(Nc1ccc(F)cc1F)c1noc2c1CCC2 | 0.1% | / | / | i | 25.3 | 0.435 | -0.24 | 0.569 | 0.791 | 2.7 | 2.8 | 13.3 | -0.5 | 10.7 | i | 2.9% | i | 2.7
COc1ccc(NC(=O)Cn2nnc3ccccc32)c([N+](=O)[O-])c1 | 2.6% | -0.8 | 1098 | i | -8.3 | -0.442 | -0.284 | 0.179 | 0.0339 | 3.5 | 3.4 | 7.4 | 17.0 | 18.4 | i | -2.8% | i | 38.8
CCCCNC(=S)Nc1ccc(-c2nc3ccc(C)cc3s2)cc1 | -2.1% | -1.1 | 957 | i | 8.8 | 0.145 | -0.251 | 0.229 | 0.206 | 5.6 | 1.0 | 8.1 | 7.2 | 7.4 | i | -3.4% | i | 42.9
COC(=O)c1sc2ccccc2c1NC(=O)c1ccc(S(=O)(=O)N2CCCCC2)cc1 | 0.8% | -1.3 | 1033 | i | 14.1 | -0.225 | -0.166 | -0.171 | -0.352 | 4.7 | 2.4 | 2.6 | -5.2 | -2.4 | i | -7.5% | i | 41.8
c1ccn2c(Cc3nnc4ccccn34)nnc2c1 | 1.4% | 1.1 | 720 | i | -26.8 | -0.304 | -0.22 | 0.0143 | 0.533 | 2.5 | 2.1 | 9.8 | 13.8 | -1.4 | ? | -5.0% | i | 61.7
O=C(CN1CCN(c2ccccn2)CC1)N1c2ccccc2CCc2ccccc21 | -3.2% | 2.0 | 465 | i | 3.7 | -0.207 | -0.211 | 0.514 | -0.458 | 3.0 | 1.4 | 5.0 | 11.4 | -5.1 | i | 17.7% | i | 25.8
COc1cc(CNC(C)(C)C)ccc1OCC(=O)NC(C)(C)C | 5.2% | -0.7 | 1082 | i | -9.2 | 0.921 | -0.0418 | 0.0855 | -0.801 | 2.4 | 1.9 | 15.4 | -15.8 | -2.6 | i | 0.3% | i | 6.5
Cc1ccc(C(=O)CSc2nnc(C(C)C)n2C)cc1C | 4.6% | -0.1 | 1551 | i | 6.8 | 0.0721 | -0.312 | 0.0521 | 0.394 | 2.4 | 2.3 | 8.2 | -12.9 | 3.9 | i | -1.8% | i | 38.5
COc1ccc(C[C@H]2CN3C(=NC[C@@H]3C(C)C)N2CCNC(=O)CCC2CCCCC2)cc1 | 5.9% | -0.9 | 1144 | i | 24.1 | -1.12 | -0.203 | -0.429 | 0.646 | 4.4 | 1.5 | 9.2 | -0.1 | 12.5 | / | -0.4% | i | 19.1
CCC1(C)Cc2c(sc(NC(=S)NC(=O)c3ccccc3)c2C#N)CO1 (stereo unspecified) | -1.4% | 2.5 | 1097 | i | 22.4 | -1.38 | -0.191 | -0.477 | 0.278 | 5.9 | 4.2 | 1.8 | 8.1 | 18.9 | i | 5.8% | i | 58.0
Cc1cccc(C(=O)NNC(=O)c2cc3cc4ccccc4nc3s2)c1 | -0.8% | / | / | i | 15.7 | 0.315 | -0.191 | -0.527 | -0.611 | 2.4 | 2.5 | 5.4 | -31.8 | -16.5 | i | -6.2% | i | 54.5
CC(C)(C)NC(=O)c1cccc(NC(=O)CSc2ccccc2)c1 | 7.2% | -0.5 | 1450 | i | -2.2 | -0.258 | -0.236 | -0.532 | -0.195 | 0.8 | 1.5 | 9.7 | -5.3 | -8.8 | i | -8.5% | i | 35.2
Cc1ccc(NC(=O)CSc2ncn[nH]2)cc1 | -0.5% | 0.2 | 1105 | i | 2.4 | 2.56 | -0.0979 | 1.57 | -2 | 3.3 | 2.2 | 7.7 | -7.3 | -11.6 | i | 34µM* | i | 40.6
COc1cc2ccccc2cc1C(=O)OCC(=O)NC1CCS(=O)(=O)C1 (stereo unspecified) | 3.2% | -4.1 | 1061 | i | -12.1 | 1.01 | 0.0443 | 0.586 | 0.663 | 3.4 | 2.6 | 0.6 | -4.3 | -11.4 | i | -38.7% | i | 33.5

Source: PubChem (several laboratories)
